Screens deposited in PubChem by Fisher Drug Discovery Resource Center.
hcGAS inh: inhibitors of human cGAS. Q8N884. recombinant h-cGAS, ATP depletion, Kinase-Glo luminescence. inhibition, % at 12.5 µM. hit rate 0.081% among 290,000. AID 1259398;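 further: 0% = vehicle reaction and 100% = reaction without DNA for no activity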
Target sequence (Q8N884 whole entry, looked up): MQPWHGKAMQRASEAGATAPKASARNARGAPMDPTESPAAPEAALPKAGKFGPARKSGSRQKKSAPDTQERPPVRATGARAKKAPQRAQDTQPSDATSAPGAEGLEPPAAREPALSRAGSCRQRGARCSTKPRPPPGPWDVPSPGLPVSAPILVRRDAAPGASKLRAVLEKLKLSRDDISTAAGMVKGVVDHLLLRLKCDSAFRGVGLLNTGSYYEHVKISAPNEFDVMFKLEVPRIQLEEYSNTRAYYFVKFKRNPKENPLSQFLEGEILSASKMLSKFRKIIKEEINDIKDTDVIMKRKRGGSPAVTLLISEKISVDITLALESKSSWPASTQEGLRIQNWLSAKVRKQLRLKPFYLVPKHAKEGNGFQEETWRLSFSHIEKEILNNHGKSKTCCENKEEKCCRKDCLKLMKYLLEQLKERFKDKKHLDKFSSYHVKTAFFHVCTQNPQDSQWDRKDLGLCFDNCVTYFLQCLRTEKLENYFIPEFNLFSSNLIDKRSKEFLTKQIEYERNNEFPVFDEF
NPYLR7 agonist: activates Aedes aegypti NPYLR7 receptor; hit rate 0.15% among 270,000; HEK293T NPYLR7/Galpha15, GCaMP6s calcium fluorescence; activation, % at 10 µM; in the data active means activation above about 40%;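 further: 0% = vehicle and 100% = reference agonist at the receptor; some compounds past the cut are filed as inactive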
mcGAS lum: blocks mouse cGAS activity. Q8C6L5. recombinant cGAS, Kinase-Glo ATP depletion luminescence. inhibition, % at 12.5 µM. hit rate 0.15% among 160,000. AID 1259399;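 further: 0% = negative control wells and 100% = reference inhibitor with no enzyme activity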
Active calls of the source: *; / = not tested or not shown; & = joins results of further samples. Unless noted, no stated cut-off is given here; in the data, active means inhibition above about 40%; inactive means the rest.

Start of the data: the first 15 entries, to show the layout:
Every second line gives: hcGAS inh	NPYLR7 agonist	mcGAS lum
O=C(Nc1ccc(F)cc1Cl)c1ccc2c(c1)OCO2
    -13.7	17.0	-5.1
CCOc1ccc(CNc2ccccc2OCC)nc1
    -6.5	1.4	-17.6
COc1ccc(C(=O)Nc2c3c(nn2C(C)(C)C)CSC3)c(OC)c1
    -6.4	-0.7	-8.5
O=C(CN(C(=O)Nc1ccc(F)c(F)c1)C1CC1)N(CCc1c[nH]c2ccccc12)Cc1ccc(C(F)(F)F)cc1
    -16.4	-6.9	-5.1
CCN1CCN(c2c(CN(Cc3ccsc3)C(C)C)c(C)nn2-c2cccc(F)c2)CC1
    -5.6	/	-9.8
CN1CCN(c2cc(OCCNC(=O)Nc3ccc(OC(F)(F)F)cc3)ncn2)CC1
    -3.9	-2.3	/
CCc1cc(C(C)NC(=O)c2cn(CC)nc2C)on1 (centres undefined)
    2.7	-0.3	/
O=C(CCC(=O)N1CCN(CC2CCCO2)CC1)NC1CCCC1 (centres undefined)
    -6.0	-4.8	-12.0
O=C(CCc1ccc2c(c1)OCO2)N1CCC2(CC1)C(=O)NCN2c1ccccc1
    -3.7	-9.1	/
CC(=O)N1CCC(Oc2ccc(Cl)cc2C(=O)N2CCCC2c2nccs2)CC1 (centres undefined)
    -11.3	10.5	/
CCCc1cccc(C)c1O
    -13.9	0.4	/
Cc1nc(CNC(C)(C)c2ccc(Cl)cc2)cs1
    -3.1&-15.2	5.7&7.1	-8.9
CC(=O)NC1CCCN(c2ncnc3ccc(F)cc23)C1 (centres undefined)
    0.4	-2.4	/
CS(=O)(=O)Nc1cc(C(F)(F)F)ccc1N1CCCCC1
    -5.9	6.2	-5.5
O=C(O)C1(c2ccc(Cl)c(Cl)c2)CCC1
    -4.8	-3.7	/

The whole of this part (from the top)
Every second line gives: hcGAS inh	NPYLR7 agonist	mcGAS lum
O=C(Nc1ccc(F)cc1Cl)c1ccc2c(c1)OCO2
    -13.7	17.0	-5.1
CCOc1ccc(CNc2ccccc2OCC)nc1
    -6.5	1.4	-17.6
COc1ccc(C(=O)Nc2c3c(nn2C(C)(C)C)CSC3)c(OC)c1
    -6.4	-0.7	-8.5
O=C(CN(C(=O)Nc1ccc(F)c(F)c1)C1CC1)N(CCc1c[nH]c2ccccc12)Cc1ccc(C(F)(F)F)cc1
    -16.4	-6.9	-5.1
CCN1CCN(c2c(CN(Cc3ccsc3)C(C)C)c(C)nn2-c2cccc(F)c2)CC1
    -5.6	/	-9.8
CN1CCN(c2cc(OCCNC(=O)Nc3ccc(OC(F)(F)F)cc3)ncn2)CC1
    -3.9	-2.3	/
CCc1cc(C(C)NC(=O)c2cn(CC)nc2C)on1 (centres undefined)
    2.7	-0.3	/
O=C(CCC(=O)N1CCN(CC2CCCO2)CC1)NC1CCCC1 (centres undefined)
    -6.0	-4.8	-12.0
O=C(CCc1ccc2c(c1)OCO2)N1CCC2(CC1)C(=O)NCN2c1ccccc1
    -3.7	-9.1	/
CC(=O)N1CCC(Oc2ccc(Cl)cc2C(=O)N2CCCC2c2nccs2)CC1 (centres undefined)
    -11.3	10.5	/
CCCc1cccc(C)c1O
    -13.9	0.4	/
Cc1nc(CNC(C)(C)c2ccc(Cl)cc2)cs1
    -3.1&-15.2	5.7&7.1	-8.9
CC(=O)NC1CCCN(c2ncnc3ccc(F)cc23)C1 (centres undefined)
    0.4	-2.4	/
CS(=O)(=O)Nc1cc(C(F)(F)F)ccc1N1CCCCC1
    -5.9	6.2	-5.5
O=C(O)C1(c2ccc(Cl)c(Cl)c2)CCC1
    -4.8	-3.7	/

(listing goes on)
Every second line gives: hcGAS inh	NPYLR7 agonist	mcGAS lum
Cc1ccnn1CCC(=O)N1CCCC(C(=O)c2ccc(-c3ccccc3)c(F)c2)C1 (centres undefined)
    5.7	-10.5	1.3
COc1ccccc1/C=N\Nc1cc(N2CCOCC2)nc(N2CCOCC2)n1
    5.5	-4.9	-5.4
COCCCNC(=O)CC(c1cccc([N+](=O)[O-])c1)c1c[nH]c2ccccc12 (centres undefined)
    -6.2	-3.5	-5.0
COCC(O)CNC(=O)CSc1ccccc1C (centres undefined)
    -4.1	-0.3	/
C=CCOc1c(OC)ccc2c1CN(C1CCCC1)C(=O)CCN2CC(O)Cc1ccccc1 (centres undefined)
    -7.1	1.3	-5.8
CS(=O)(=O)N1CCC(Oc2cccc(C(=O)N3CCc4sccc4C3)c2)CC1
    -7.1	-3.3	-2.6
CN(C)c1ccc(NC(=O)C2CCC2)cc1CN(CC1CC1)C(=O)c1ccc(F)cc1
    9.1	2.6	-6.1
NC(=O)c1cncc(-c2cc(NC3CCCC3)nc3[nH]ccc23)c1
    -4.3	10.6	-16.2
CCCN(Cc1nc2scc(-c3ccc(Cl)cc3)c2c(=O)[nH]1)CC(C)O (centres undefined)
    -3.7	1.9	-3.5
COCCN1C(=O)[C@]2(C)[C@H](c3ccccc31)[C@@H](C(N)=O)CN2C(=O)c1cc2ccccc2s1
    -0.2	10.8	-1.9
COc1ccc(Cn2c(C)cc(O)c(C(c3ccncc3)N3CCN(C)CC3)c2=O)cc1 (centres undefined)
    -8.0	9.0	/
O=C(c1ccc(Cl)cc1)N(CCN1CCOCC1)Cc1nccn1Cc1ccc(Cl)cc1Cl
    -3.3	2.0	-6.8
CC1=CN2C(=O)NC(C(F)(F)F)(C(F)(F)F)N=C2C=C1
    -7.9	15.0	-3.1
CC(C)c1nc(CNC(=O)c2ccc(N3CCCOCC3)nc2)no1
    -2.0	-3.6	-6.9
COc1cc(C(=O)NCc2cccn2C)cc(Cl)c1OC
    -5.2	3.3	/

(list continues)
Every second line gives: hcGAS inh	NPYLR7 agonist	mcGAS lum
Cc1ccc(-c2nc(Cn3nnc4ccccc4c3=O)cs2)cc1
    -11.3	4.0	/
O=C(CN1CN(c2ccccc2)C2(CCN(C(=O)Nc3ccc(Cl)cc3Cl)CC2)C1=O)NCc1ccc2c(c1)OCO2
    1.6	18.1	-4.1
CCCCCCc1cc2cc(-c3nnc(-c4ccc(Br)cc4)o3)c(=O)oc2cc1O
    -4.8	3.6	-4.7
O=C(O)c1nn(-c2ccc(Cl)cc2)c(=O)n(Cc2cccnc2)c1=O
    3.9	19.3	/
CC(=O)OC1C(=O)O[C@@H]2[C@@H](OC(C)=O)[C@H](OC(C)=O)O[C@H]12 (some centres undefined)
    -2.8	6.2	/
Cc1c(C(=O)N(C)Cc2ccccc2Br)sc2nc3n(c(=O)c12)CCC3
    -3.7	-6.1	-7.0
OC1(C#CCN2CCOCC2)CCCCC1
    1.8	7.4	-2.9
Cn1nc(C(=O)Nc2cc(C(F)(F)F)ccc2NC2CCCCC2)ccc1=O
    -10.5	3.8	/
CC(C)Nc1ncccc1C(=O)NC(c1ccccc1)c1ccccc1
    -5.9	20.5	-3.6
C[C@H](C(=O)NCCCN1CCOCC1)N1Cc2ccc(N3CCOCC3)nc2C1=O
    -6.7	4.5	/
C=CCn1c(SCC(=O)NC2CCCC2)nnc1C1CCCCC1
    1.2	1.5	-1.9
O=C1[C@@H]2C[C@H](O)CCN2C(=O)CN1CCc1ccccn1
    -0.5	22.1	/
Fc1ccc(CN2CCN(c3cc(Oc4ccc(F)cc4Cl)ncn3)CC2)cc1
    -0.8	-0.2	-4.2
O=C(NCc1cn[nH]n1)Nc1cccc(OC(F)F)c1
    2.1	-12.1	/
CC(C)CNC(=O)NC(=O)C(C)N1CCN(c2ccccc2)CC1 (centres undefined)
    -5.4	2.1	-8.3

Next results follow:
Every second line gives: hcGAS inh	NPYLR7 agonist	mcGAS lum
CC(C)c1nc(CONC(=O)CCC2CCCCC2)no1
    -11.3	7.0	/
O=C1NC2(CCCC2)C(=O)N1Cc1cc2c(cc1Br)OCCO2
    -0.4&-2.0	1.1&2.8	/
Cc1cc2nc(Oc3cccc4c3OC(C)(C)C4)c3ccccc3n2n1
    -6.2	1.1	/
CCN1C(=O)/C(=C\c2cccc(OCCO)c2)N(C)C1=S
    -10.0	4.3	-4.3
O=C(CN1CCOCC1)NCc1ccc(F)cc1
    -13.4	10.3	-7.6
CCc1nc2ccc(C(=O)N(C)CCN(C)C)cn2c1N(C)CCCc1ccccc1
    -6.3	18.4	-1.5
CN1C(=O)NC(c2cccc(F)c2)C2=C1CN(CCc1ccccn1)C2=O (centres undefined)
    -6.2	-1.4	-5.0
COc1ccc(-n2ccc3c(cnc4nc(C)nn43)c2=O)c(OC)c1
    -4.9	4.6	/
NS(=O)(=O)c1cccc(S(=O)(=O)NCCc2cccc(F)c2)c1
    0.5	2.5	/
CCCn1nnnc1NCc1cccn1C
    -7.9	11.3	/
CC(C)(C)c1ccc(-n2ncc3c2CCCC3NC(=O)CCN2CCCCO2)cc1 (centres undefined)
    -11.1	4.3	-12.1
CN(CCCn1ccnc1)C(=O)C1CCN(C(=O)OC(C)(C)C)CC1
    -7.9	3.1	/
COc1cccc(C(=O)N(CC(C)(C)C)CC(F)(F)F)n1
    -2.7	-5.6	/
CN1CCN(C(=O)c2cccc(Nc3c(Oc4cccc(Cl)c4)cnn(-c4ccccc4)c3=O)c2)CC1
    -9.1	5.6	-5.0
CCOC(=O)N1CCN(C(=O)c2cc3n(n2)CCN(Cc2ccc(Cl)c(Cl)c2)C3=O)CC1
    -1.1	1.3	-3.4

(listing goes on)
Every second line gives: hcGAS inh	NPYLR7 agonist	mcGAS lum
CCOC(=O)C1C(=N)OC2=C(C(=O)CC(c3ccccc3Cl)C2)C1c1ccccc1Cl (centres undefined)
    -5.3	-9.7	-3.6
CC1CCN(c2ccc(NC(=O)c3ccc(Br)cc3)cc2C(=O)NC2CC2)CC1
    -4.7	25.7	-5.7
N#CCCCSc1nc2cc(Cl)ccc2c(=O)n1CC1CCCO1 (centres undefined)
    -3.2	-0.1	-2.0
CCc1nc2ccc(C(=O)NCCC(C)C)cn2c1N(CC)Cc1cccc(Br)c1
    -5.4	22.4	-4.8
CC(C)[C@@H]1CC[C@@H](C)C[C@H]1OCC(=O)N1CCN(Cc2cc(=O)c(OCc3cccc(F)c3)co2)CC1
    -8.5	0.2	-7.4
C[C@H]1O[C@H](O[C@H]2[C@H](O)[C@@H](O)[C@@H](O[C@H]3[C@H](O)[C@@H](O)C(O)O[C@@H]3CO)O[C@@H]2CO)[C@H](O)[C@@H](O)[C@@H]1N[C@H]1C=C(CO)[C@@H](O)[C@H](O)[C@H]1O (some centres undefined)
    -3.3&-4.3	-9.0&4.0	/
N#Cc1ccc(-c2csc(NC3CCCCC3)n2)cc1
    -0.8	-0.3	/
COc1cc(NS(=O)(=O)c2cc(C(=O)O)cc(Br)c2C)cc(OC)c1
    2.2	0.9	/
COc1nc(-c2ccc(F)cc2)n(-c2ccc(NC(=O)c3cccc([N+](=O)[O-])c3)cc2)n1
    -3.4	/	-3.9
Cn1c(=O)c2c(nc(CN(Cc3ccccc3)Cc3ccccc3)n2CCCO)n(C)c1=O
    -5.0	0.2	-8.7
CCc1cc(N2CCN(C(=O)c3ccc(C)cc3)CC2)n2ncnc2n1
    2.9	1.1	-4.4
CCNC(=S)N[C@@H]1C=C(C(=O)NCCC(N)=O)C[C@@H](O)[C@@H]1O
    -4.8	-8.2	-5.6
CC1(C(=O)NS(=O)(=O)c2cccc(F)c2)CCN1C(=O)CCC1CCCC1 (centres undefined)
    2.3	8.1	/
COc1ccc(CCNC(=O)c2ccccc2N2CCC(NC(=O)c3ccco3)CC2)cc1
    -7.1	21.5	-4.6
COc1ccc(-c2nn(-c3ccc(C)cc3C)c(OC(C)=O)c2-c2ccc(NC(=O)c3cccs3)cc2)c(OC)c1
    -2.3	16.8	-2.8

Reprinted at random: 2 records from the list, in no set order.
Every second line gives: hcGAS inh	NPYLR7 agonist	mcGAS lum
CCc1cc(N2CCN(C(=O)c3ccc(C)cc3)CC2)n2ncnc2n1
    2.9	1.1	-4.4
N#CCCCSc1nc2cc(Cl)ccc2c(=O)n1CC1CCCO1 (centres undefined)
    -3.2	-0.1	-2.0

Next compounds.
Every second line gives: hcGAS inh	NPYLR7 agonist	mcGAS lum
CC(C)NC(=O)N(Cc1ccc(F)cc1F)CC1CC(c2ccc(Cl)cc2)=NO1 (centres undefined)
    -7.7	20.9	-8.8
OCC1(Cc2ccc(F)cc2F)CCCNC1 (centres undefined)
    -5.6	5.5	/
CC(CCc1ccccc1)NC(=O)C(C)N1C(=O)CS/C1=C\C(=O)C(C)(C)C (centres undefined)
    0.7	0.5	/
CC(=O)Oc1ccc(CN2C(=O)C(Cc3cccc(F)c3)ON=C2C)cc1 (centres undefined)
    -7.4	13.5	/
N#Cc1ccccc1S(=O)(=O)Nc1ccc2n(c1=O)C[C@H]1C[C@@H]2CN(C(=O)Cc2cccs2)C1
    -5.3	-7.0	-7.3
Cc1nc(CCC(=O)N2CCC(CC(C)C)C2)n[nH]1 (centres undefined)
    -7.3&0.7	-0.8&0.3	/
Cc1cccc(Cl)c1NC(=O)N1CCN(CC(C)C)C(=O)C1C (centres undefined)
    -6.9	2.0	/
C=CCn1c(SCc2ccc(C(=O)Nc3ccc(OC)cc3)cc2)nnc1-c1ccco1
    2.2	3.7	0.7
COc1cccc(Nc2ncc3c(n2)CCN(C(=O)c2ccc4nc[nH]c4c2)C3)c1
    -6.3	-2.3	/
COCCN(Cc1cccc(OS(=O)(=O)c2ccc(F)cc2)c1)S(=O)(=O)c1c(C)cc(C)cc1C
    -6.6	/	-3.2
Cn1nc(C(=O)OCC(=O)Nc2cccc(C(F)(F)F)c2)c2ccccc2c1=O
    -0.5	0.7	/
